Assay outcomes from PubChem.
APEX1 inh: blocks human APE1 abasic DNA cleavage; P27695; recombinant APE1, TAMRA/BHQ-2 abasic DNA cleavage fluorescence; Potency, µM (series often up to 65.8 µM), for the others: at the highest dose activity change, negative = inhibition, most hits filed as inhibitors; 0.35% of 350,000 active; AID 2517;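 also: plate controls were vehicle for no effect and reference inhibitor for full effect; nearly all actives have a fitted effect of over 55% in size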
Target sequence (P27695 whole entry, looked up): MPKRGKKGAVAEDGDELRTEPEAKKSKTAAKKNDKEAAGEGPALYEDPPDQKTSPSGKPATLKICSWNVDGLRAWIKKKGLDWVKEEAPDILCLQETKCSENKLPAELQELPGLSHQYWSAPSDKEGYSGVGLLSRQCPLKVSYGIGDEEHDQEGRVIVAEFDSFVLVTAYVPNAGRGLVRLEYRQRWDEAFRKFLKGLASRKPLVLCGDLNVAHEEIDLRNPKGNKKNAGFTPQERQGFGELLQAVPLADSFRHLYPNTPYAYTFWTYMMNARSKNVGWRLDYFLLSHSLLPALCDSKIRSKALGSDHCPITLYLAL
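APE1 at 0.75 nM final was preincubated with compound 15 min at room temperature, then 50 nM double-stranded THF abasic-site substrate (5'-TAMRA/3'-BHQ-2) was added. Fluorescence (ex 525/em 598 nm) was read kinetically; third-minus-first read gave activity.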
Pol beta inh: blocks human DNA polymerase beta activity | AID 485314 | Pol beta primer extension/strand displacement, fluorescence kinetic | Potency, µM (top dose mostly 114 µM), without a hit: at the highest dose activity change, negative = inhibition, usual class: inhibitors | P06746 | 1.3% of 340,000 active; also: % is scaled to controls: 0 for no effect and ±100 for the full control effect
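Reaction started by 50 nM substrate onto compound-treated Pol beta (10 nM, 15 min preincubation, room temperature); plates read at 0 min and 10 min. Normalized concentration-effect data fitted by four-parameter Hill equation.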
BLM inh: Bloom syndrome helicase (human) inhibition | Potency, µM (top dose mostly 56.1 µM), inactives show top-dose activity change, negative = inhibition, usual class: inhibitors | recombinant BLM DNA unwinding, fluorescence dequenching | 0.2% of 350,000 active | AID 2528;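 also: plate controls were vehicle for no effect and no enzyme for full effect; nearly all actives have a fitted effect of over 35% in size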
BAZ2B block: blocks human BAZ2B | 4.4% of 360,000 active | Potency, µM (series often up to 114 µM), for inactives: top-dose activity change, negative = inhibition, actives largely listed as inhibitors | AlphaScreen BAZ2B-H3K14Ac peptide displacement | Q9UIF8; also: % is scaled to controls: 0 for no effect and ±100 for the full control effect; nearly all actives have a fitted effect of over 60% in size
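Inhibition is scored as reduced AlphaScreen emission. The BAZ2B/b-H3(5-23)K14Ac complex (50 nM each) in PBS pH 7.4, 0.01% Tween-20 meets compound (up to 110 uM) for 30 min at RT before bead addition.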
G9a inh: G9a (human) methyltransferase inhibition; G9a H3K9 monomethylation, AlphaScreen, 2 h; Potency, µM (doses to about 102 µM), for inactives: at the highest dose activity, negative = inhibition, most hits filed as inhibitors; 8.8% of 350,000 active; also: % is scaled to controls: 0 for no effect and ±100 for the full control effect; nearly all actives have a fitted effect of over 75% in size
Target sequence (Q96KQ7 913-1193 limits assumed): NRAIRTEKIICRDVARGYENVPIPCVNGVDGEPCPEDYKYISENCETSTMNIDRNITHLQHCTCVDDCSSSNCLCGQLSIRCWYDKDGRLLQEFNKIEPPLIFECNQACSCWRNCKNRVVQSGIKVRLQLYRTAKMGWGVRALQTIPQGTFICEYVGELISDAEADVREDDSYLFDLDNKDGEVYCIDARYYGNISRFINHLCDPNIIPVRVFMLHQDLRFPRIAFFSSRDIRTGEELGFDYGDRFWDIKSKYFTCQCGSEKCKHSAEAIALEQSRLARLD
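Readings reflect AlphaScreen signal from monomethyl-H3K9 antibody detection. HMT at 20 nM; substrate b-H3K9 500 nM; cofactor SAM 20 uM; 2 h RT reaction; compounds tested as titrations in qHTS with 15 min preincubation.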
Pol eta inh: DNA polymerase eta (human) inhibition; recombinant Pol eta, fluorescent DNA replication assay; Potency, µM (top dose mostly 114 µM), for the others: at the highest dose activity change, negative = inhibition, actives largely listed as inhibitors; Q9Y253; 1.2% of 390,000 active; AID 588591; also: % is scaled to controls: 0 for no effect and ±100 for the full control effect
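Pol eta at 10 nM preincubated with compounds 15 min at room temperature; reaction started with fluorescent substrate (50 nM final) and read kinetically at 0 and 10 min.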
Pol kappa inh: inhibitors of human DNA polymerase kappa; Q9UBT6; purified Pol kappa, fluorescent DNA synthesis assay, 10 min; Potency, µM (top dose mostly 107 µM), for inactives: at the highest dose activity, negative = inhibition, hits mostly inhibitors; 0.53% of 400,000 active; AID 588579; also: % is scaled to controls: 0 for no effect and ±100 for the full control effect
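Enzyme at 10 nM met test compounds for 15 min at room temperature. Substrate addition (50 nM final) began the reaction, which was monitored by fluorescence at 0 and 10 min.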
Apoferritin bind: binds horse apoferritin like a general anesthetic | apoferritin/1-aminoanthracene competitive binding, fluorescence | 0.074% of 350,000 active | AID 485281 | Potency, µM (highest dose often 77.5 µM), without a hit: at the top dose activity change, negative = displacement, usual class: inhibitors | P02791; also: % is scaled to controls: 0 for no effect and ±100 for the full control effect; nearly all actives have a fitted effect of over 20% in size
Target sequence (P02791 2-175 limits assumed): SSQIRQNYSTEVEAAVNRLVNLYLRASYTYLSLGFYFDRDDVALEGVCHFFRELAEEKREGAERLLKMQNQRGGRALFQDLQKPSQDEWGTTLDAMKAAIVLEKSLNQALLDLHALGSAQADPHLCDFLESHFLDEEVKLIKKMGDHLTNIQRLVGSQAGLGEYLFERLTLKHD
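Concentration-response curves derived by four-parameter Hill fitting of normalized fluorescence, where compounds displaced 1-AMA from 10 uM horse apoferritin following a brief 10 min room-temperature incubation; propofol titration acted as positive control.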
Pol iota inh: blocks human DNA polymerase iota activity; Pol iota fluorescent replication assay, 10 min; Q9UNA4; Potency, µM (doses to about 115 µM), inactives show top-dose activity, negative = inhibition, hits mostly inhibitors; 1% of 390,000 active
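Pol iota at 10 nM preincubated 15 min with compounds at room temperature; reaction started with fluorescent substrate, 50 nM final. Fluorescence read kinetically at 0 and 10 min; buffer-only wells as negative control.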
The depositor's hits bear a star; ? = inconclusive; · = no result given; & = joins results of further samples; [ ] = dose if it differs, or a comment. Calls follow the shape of the dose curve; as a rule, active = well fitted curve in the direction sought with a large enough effect; inconclusive = small, poorly fitted or top-dose-only effect, or another doubt; inactive = no such curve, though single readings can be large; an effect the other way counts as inactive or inconclusive. Potency is read from the fitted curve at half-maximal effect.

SMILES | APEX1 inh | Pol beta inh | BLM inh | BAZ2B block | G9a inh | Pol eta inh | Pol kappa inh | Apoferritin bind | Pol iota inh
COc1ccc2[nH]c3c(c2c1)CCN1C(=O)C(CC(=O)NCCCN(C)C)C[C@H](C(=O)N(C(C)C)C(C)C)[C@@]31C (stereo partly specified) | -9% | · | · | · | · | -11% | -2% | · | 23%
Cc1ccc(C(=O)N/C(=C/c2ccc(F)cc2)C(=O)NCc2ccncc2)cc1 | 4% | -22% | 3% | -18% | ? | -16% | -14% | -4% | 15%
O=C(OCC(=O)N1CCCCC1)c1c[nH]c(=O)[nH]c1=O | 2% | 14% | 0% | -7% | -9% | 7% | -7% | -9% | ?
CCOC(=O)Cc1nnc(Nc2ccc(C)cc2C)c2ccccc12 | 3% | 10% | -5% | -28% | ? | -14% | -6% | -13% | 15%
CC(C)C12CN3CC(C(C)C)(CN(C1)C3c1ccccc1)C2O (stereo unspecified) | -4% | 39% | -5% | -32% | -9% | -2% | -14% | -2% | 14%
O=C(O)C(=O)/C(=C\c1ccccc1)c1ccc2ccccc2n1 | 1% | 3% | 1% | 1% | 79µM* | -7% | 5% | -6% | 4%
CCC(C)C(NC(N)=O)C(=O)Nc1ccc(C(=O)OC)cc1 (stereo unspecified) | -1% | 2% | -7% | -2% | 24% | -14% | -4% | 1% | 9%
COc1cccc(CNCc2ccc(C(=O)O)cc2)c1OC | 8% | 0% | -4% | -32% | -35% | -7% | -3% | -2% | ?
CCN1CCN(c2ccc(S(=O)(=O)N3CCCCC3)cc2NC(=O)COc2ccc(Cl)cc2)CC1 | -13% | · | · | ? | 5µM* | -13% | -4% | · | 5%
COc1cccc(CNC(=O)CCNS(=O)(=O)c2ccc3c(c2)oc(=O)n3C)c1 | 51%[activator] | 18%&1% | -2%&0% | 5%&-3% | 0% | 4%&-17% | ? | -1%&-2% | -24%&-73%
COc1ccc(C(C)C)cc1S(=O)(=O)Nc1ccc(Cl)cn1 | 0% | 6% | -4% | -13% | -29%[12.7 µM] | -8% | -8% | -10% | -8%
Cc1ccc(C(c2c(C)nn(-c3ccccc3)c2N)c2c(C)nn(-c3ccccc3)c2N)cc1 | -7% | 13% | -4% | ? | -13%[59 µM] | -23% | -15% | -10% | 19%
Cc1cc(OCC(=O)NCc2cccnc2)c2c(C)c(Cc3ccccc3)c(=O)oc2c1 | 11% | 0% | 0% | -27% | 11% | -23% | 1% | -7% | 22%
COc1ccccc1NC(=O)Nc1cc(NC(=O)Nc2ccccc2OC)c(C)nc1C | -2% | 9% | 0% | 4% | 18%[59 µM] | -17% | -5% | -12% | 11%
Cc1cccc(OCCSCc2nc3ccccc3[nH]2)c1 | 23% | -3% | -8% | -2% | 20%[0.0925 µM] | -13% | -2% | ? | 12%
O=C(COCc1nc2ccccc2c(=O)[nH]1)NCC1CCCCC1 | 10% | -1% | 3% | -1% | -12%[59 µM] | -3% | 0% | 3% | -3%
Cc1cc(C(=O)CN2C(=O)C(=O)N(CC(C)C)C2=O)c(C)n1-c1ccccc1F | -2% | 3% | -6% | -38% | ? | -8% | -13% | ? | 108%[activator]
COc1ccc(S(=O)(=O)N2CCN(CC(=O)NC3CCCC3)CC2)cc1 | 32% | 3% | -3% | -17% | ? | 8% | -25% | -4% | 32%[activator]
COc1ccc2c(Sc3ccc(Cl)cc3)c(C(=O)N3CCCCC3)[nH]c2c1 | · | -2% | -7% | -30% | ? | -11% | -8% | -9% | -5%
O=C(CCCC(=O)N(CC(=O)NC1CCCCC1)c1ccccc1F)Nc1ccccn1 | -1% | 62% | 1% | 7% | -12% | -3% | 1% | -2% | 19%
COc1ccc(Cl)cc1NC(=O)CCCN1C(=O)CCC1=O | 4% | -7% | -1% | -4% | -24% | -2% | -13% | -1% | -8%[58.9 µM]
CCOC(=O)c1ccc(NC(=S)N(CCCN2CCCC2)Cc2cccs2)cc1 | 3% | 4% | -6% | -22% | ? | 3% | -18% | -5% | 67%[activator]
CCN(CC)S(=O)(=O)c1ccc(NC2c3ncccc3C(=O)N2Cc2ccccc2)cc1 (stereo unspecified) | 0% | 6% | -5% | ? | · | -12% | -3% | -17% | ?
Cc1ccc(-c2nnc(SCCC(=O)N3CCOCC3)o2)cc1 | -4% | 2% | -2% | -6% | -42% | 0% | -15% | -3% | 22%
COc1cccc(NC(=O)CCS(=O)(=O)c2ccc(Br)cc2)c1 | -6% | 45% | -4% | 1% | 11% | -16% | -1% | 0% | 15%
CCC(Oc1ccccc1)C(=O)NC1CCSC1=O (stereo unspecified) | 5% | 6% | -3% | -15% | 45µM* | -17% | -3% | -15% | 107%[activator]
CCN(C(=O)CSc1ncnc2sccc12)c1c(N)n(Cc2ccccc2)c(=O)[nH]c1=O | 48% | · | · | ? | -8%[59 µM] | -12% | -3% | · | 10%
O=C(/C=C/c1ccc(OC(F)F)cc1)OCC(=O)N1CCc2ccccc21 | -2% | · | · | 7% | 45µM* | -18% | -5% | · | 38%[activator]
O=C(CN1CCC(NC(=O)c2cccc(F)c2)CC1)NCc1ccccc1F | -8% | 7% | 4% | -24% | 10% | -20% | -13% | -8% | 22%
CCOc1cc(/C=N/NC(=O)COc2ccc(C)cc2)ccc1OC(=O)c1cccs1 | -4% | 0% | -9% | -24% | -9% | 0% | -6% | ? | 1%
Cc1ccccc1Cn1nc(C)c(NC(=O)/C=C/c2cnn(C)c2C)c1C | 0% | 26% | 4% | 2% | -8%[59 µM] | -13% | -8% | 6% | 16%
Cc1ccc2c(c1)c(=O)c(C(=O)c1ccncc1)cn2CC(=O)Nc1c(C)cccc1C | · | -17% | -6% | -10% | -19%[59 µM] | -9% | -10%[60.1 µM] | -13% | 10%
Cn1c(CN2CCCC(C(=O)c3ccc4c(c3)OCO4)C2)nc2ccccc21 (stereo unspecified) | 9% | 0% | 1% | 12% | 26% | -16% | -17% | ? | 27%
CC1(c2cccs2)CC(c2cccs2)=C(C#N)C(=O)N1 (stereo unspecified) | -1% | 2% | -4% | -8% | -30%[59 µM] | -7% | -2% | 6% | 40%[activator]
Cc1c(C(N)=O)c(N)c(C(=O)c2ccccc2)n1-c1ccccc1 | 6% | 1% | -3% | -36% | ? | -11% | 4% | ? | 18%
CN(c1ccc(C(=O)Nc2ccc(S(=O)(=O)N3CCCC3)cc2)cc1)S(C)(=O)=O | -1% | 26% | -1% | -12% | 0% | -20% | -11% | -21% | 163%[activator]
CCC(C)C(NC(=O)C1CCC(C)CC1)C(=O)Nc1cc(OC)ccc1OC (stereo unspecified) | 10% | 12% | -5% | -6% | ? | -4% | 1% | ? | 36%[activator]
COc1ccc(/C=C(/NC(=O)c2ccccc2)C(=O)NCc2ccncc2)cc1 | -14% | 23% | 2% | -4% | · | 0% | -10% | -5% | 8%
CCCCNC(=S)N(C)/N=C/c1ccccc1F | 0% | 3% | -2% | 82%[activator] | 129%[activator][59 µM] | -25% | -7% | -13% | 21%
CC1Cc2ccccc2N1C(=O)COC(=O)c1ccccc1NCCO (stereo unspecified) | 47%[activator] | · | · | ? | -28%[0.501 µM] | -15% | -4% | · | 52%[activator]
CCOCCCNC(=O)C1(O)c2ccccc2NC(=O)N1c1ccc(Cl)cc1 (stereo unspecified) | 45% | 0% | -4% | -4% | 6% | -19% | -15% | -2% | 22%
C/C(=N\NC(=O)CSc1nnc(C)s1)c1ccc(O)cc1 | 3% | 8% | 2% | ? | 22%[59 µM] | -15% | -4% | -3% | 7%
CN(C)C1=NCCN1CCCC1CCCC1 | 12% | · | · | 9% | -17%[2.33 µM] | -16% | -7% | · | ?
CCOc1cccc(NC(=O)c2ccc(S(=O)(=O)N(C)C)cc2)c1 | ? | 3% | -4% | 7% | ? | -12% | 2% | 3% | 21%
COc1ccc(Nc2nc(-c3ccccc3)c(C(=O)Nc3cccnc3)s2)cc1 | -8% | -18% | -7% | -14% | -18% | -26% | -2% | 5% | 17%
O=S1(=O)N=C(Nc2ccc(N3CCOCC3)cc2)c2ccccc21 | 5% | 7% | 4% | 5% | ? | -14% | -8% | -11% | -2%
COCCCNC(=O)Cn1c(=O)oc2cc(S(=O)(=O)N3CC(C)CC(C)C3)ccc21 (stereo unspecified) | 1% | 43%[activator] | 0% | -6% | 14%[59 µM] | -19% | 3% | -3% | -1%
CCN(CC)S(=O)(=O)c1ccc(NS(=O)(=O)c2ccc(OC)c([N+](=O)[O-])c2)cc1 | -3% | -8% | -3% | -38% | -22% | -8% | -14% | 2% | -1%
O=C(COc1ccc(F)cc1)Nc1ccccc1N1CCOCC1 | 13% | · | · | 7% | 0% | -20% | -1% | · | 26%
COc1ccc(C(=O)C/C(=C\C(=O)c2ccc(C)cc2)c2ccccc2)cc1 | 0% | -7% | -10% | 7%[57.1 µM] | 6% | -19% | -3% | ? | -5%
NNC(=S)NC1CC2CC1C1C=CCC21 (stereo unspecified) | 4% | 9% | -2% | ? | -4% | 0% | -4% | ? | 11%
O=C(Nc1cccc(Cl)c1)c1ccccc1NC(=O)C1CCCCC1C(=O)O (stereo unspecified) | 7% | 10% | -2% | -12% | · | -5% | 4% | -8% | 128%[activator]

Some of these compounds in order of molecular weight, lowest first.
SMILES | APEX1 inh | Pol beta inh | BLM inh | BAZ2B block | G9a inh | Pol eta inh | Pol kappa inh | Apoferritin bind | Pol iota inh
NNC(=S)NC1CC2CC1C1C=CCC21 (stereo unspecified) | 4% | 9% | -2% | ? | -4% | 0% | -4% | ? | 11%
O=C(COc1ccc(F)cc1)Nc1ccccc1N1CCOCC1 | 13% | · | · | 7% | 0% | -20% | -1% | · | 26%
CCOc1cccc(NC(=O)c2ccc(S(=O)(=O)N(C)C)cc2)c1 | ? | 3% | -4% | 7% | ? | -12% | 2% | 3% | 21%
COc1ccc(C(=O)C/C(=C\C(=O)c2ccc(C)cc2)c2ccccc2)cc1 | 0% | -7% | -10% | 7%[57.1 µM] | 6% | -19% | -3% | ? | -5%
CCN(CC)S(=O)(=O)c1ccc(NS(=O)(=O)c2ccc(OC)c([N+](=O)[O-])c2)cc1 | -3% | -8% | -3% | -38% | -22% | -8% | -14% | 2% | -1%

Only part of the results is shown; count on the stated rates, not on these rows.
